Screening data deposited in PubChem by The Scripps Research Institute Molecular Screening Center.
TTR transcr act – TTR transcription activation, primary screen. activation, % at 16.7 µM. actives 1.3% (n = 92,000). SH-SY5Y TTR promoter Gaussia luciferase, luminescence; 100% = recombinant luciferase protein wells;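 active = activation above the mean of all tested compounds plus 3 SD, cut at about 9.5% in these data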;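 also: cells exposed to compounds for one day before reading; 0% = median of all test compound wells on the plate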
* = called active by the depositor. A portion of the library; the hit share may differ from the screen's.

TTR transcr act	smiles
2.0	CC(C)CC1C(=O)N(Cc2cn(Cc3ccco3)nn2)CCS(=O)(=O)N1Cc1ccc(-c2cccc(N(C)C)c2)cc1 (stereo not drawn)
2.3	O=C(CN1C2=NCCN2c2ccccc21)c1ccco1
1.5	Cc1ccn(CCC(=O)O)n1
-0.7	O=C(O)C1CCN(C(=O)c2csc(-c3ccc4c(c3)CCO4)n2)CC1
3.2	C1CCC(NC2=NCCC2)CC1
-0.1	CC1CCCN(C(=S)NCCc2ccccc2)C1 (stereo not drawn)
1.2	COC(=O)c1oc2c(c1C)C(=O)CCC2
3.0	C=CCOC(=O)C(C#N)c1nc2ccccc2nc1N1CCN(c2ccccc2OCC)CC1 (stereo not drawn)
-1.2	CC(C)CN1C(=O)N2CCc3ccccc3C2CS1(=O)=O (stereo not drawn)
1.4	CC(C)(CNC(=O)c1ccc(S(=O)(=O)N2CCCC2)cc1)N1CCOCC1
1.5	CCCCCC(=O)NC1CCCCN(Cc2ccccc2C)C1=O (stereo not drawn)
-6.3	O=C(Nc1cccc(Cl)c1)Nc1csc([N+](=O)[O-])c1
-1.2	O=C(c1cccc(F)c1)N1CCCC(C(=O)N2CCCCC2)C1 (stereo not drawn)
-1.1	COC(=O)C1=C(C)N(C)C(=S)NC1c1ccc(OC)cc1OC (stereo not drawn)
-1.8	Cc1cccc(/C=C2\Oc3cc(OS(C)(=O)=O)ccc3C2=O)c1
0.1	COc1ccc(CNC2CCCC2)c(OC)c1OC
1.5	Cc1cccc(NC(=O)C(NS(=O)(=O)c2ccc3c(c2)CCC(=O)N3)c2ccccc2)n1 (stereo not drawn)
-1.6	COc1ccc(NC(=O)Cn2nnc(C(=O)NCCc3ccccc3)c2N)cc1
0.1	COc1ccc(CCN2CC(C(=O)NCCc3ccc(F)cc3)CCC2=O)cc1 (stereo not drawn)
0.1	CCOC(=O)c1c(NC(=O)Cc2ccccc2)sc2c1CC(C)(C)NC2(C)C
1.8	CC(C)C(NC(=O)c1ccc2c(c1)OCO2)C(=O)N/N=C\c1ccco1 (stereo not drawn)
-0.5	CC1CN(C2CCN(C(=O)COc3ccccc3)CC2)CC(C)O1 (stereo not drawn)
0.2	CC(C)(C)NC(=O)COC(=O)CCC(=O)c1cccs1
20.8*	O=S(=O)(c1ccc(SCCOc2ccc(Cl)cc2)nc1)N1CCCC1
-0.3	O=S(=O)(c1ccc(Cl)cc1)N1CCN(CCc2ccncc2)CC1
-0.5	CCCC(C)c1nnc(NC(=O)C2CCCO2)s1 (stereo not drawn)
1.7	Brc1ccccc1OCCCCN1CCCCC1
-1.0	CCc1ccc(C(C)NC(=O)Cc2ccc(F)cc2)cc1 (stereo not drawn)
6.3	O=C(Nc1cccc2nsnc12)c1cccnc1Cl
2.0	C/C(=N\NC(=O)c1ccco1)c1ccc(NC(=O)c2ccccc2)cc1

Reformatted with each value named: four of the compounds above
CC1CN(C2CCN(C(=O)COc3ccccc3)CC2)CC(C)O1 (stereo not drawn)
  TTR transcr act: -0.5
CC1CCCN(C(=S)NCCc2ccccc2)C1 (stereo not drawn)
  TTR transcr act: -0.1
COC(=O)C1=C(C)N(C)C(=S)NC1c1ccc(OC)cc1OC (stereo not drawn)
  TTR transcr act: -1.1
C1CCC(NC2=NCCC2)CC1
  TTR transcr act: 3.2

(list continues)
TTR transcr act	smiles
-1.5	CCSc1nnc(-c2cc(Br)ccc2N)c(=O)[nH]1
-0.4	Cc1ccc(NC(=O)NC(=O)N(C(C)C)S(C)(=O)=O)nc1
0.8	O=C1CCN(Cc2ccc(O)cc2)CCN1[C@H](CO)c1ccccc1
3.3	CCCn1c(C(C)NC(C)=O)nc2ccccc21 (stereo not drawn)
0.6	COC(=O)Cc1ccc(NC(=S)NNC(=O)C2CC2)cc1
3.3	C[C@H](NC(=O)c1[nH]cnc1C(=O)Nc1ccccc1)C(=O)OC(C)(C)C
1.2	CN(c1ccc(C(=O)Nc2cccnc2)cc1)S(=O)(=O)c1ccccc1
3.8	Cc1cc(-c2[nH]nc3c2C(c2cccc(O)c2)C(C#N)=C(N)O3)c(C)s1 (stereo not drawn)
4.2	O=C(Nc1ccc(O)c2c(=O)cc(-c3ccccc3Cl)oc12)c1ccc(Cl)c(Cl)c1
-0.7	Cc1ccc(CSC2=NCCN2C(=O)C(C)Oc2ccccc2)cc1 (stereo not drawn)
-0.1	CCC[C@H]1[C@H](N)CC[C@@]23CCCN2C(=O)CCC[C@@H]13
-1.4	COc1ccc(-c2ccc3c(c2)S(=O)(=O)c2cccc(C(=O)O)c2C3=O)cc1OC
1.0	CC(C)[C@H](NC(=O)Nc1ccccc1F)C(=O)O
0.0	COc1ccc(/C=C/c2nnc(NC(=O)CSc3ccc(C)cc3)s2)cc1
-3.1	CC(CCc1ccccc1)NC(=O)c1ccc2nc(N3CCOCC3)sc2c1 (stereo not drawn)
-1.0	Cc1cccc(NC(=O)c2ccc(S(=O)(=O)N(C)C)cc2)c1
1.8	O=C(CCN1C(=O)C2C3C=CC(C3)C2C1=O)N1CCCCC1 (stereo not drawn)
-1.7	COc1ccccc1OCCNC(=O)C(=O)c1c[nH]c2ccccc12
1.2	COC(=O)CSc1nc2ccc(NC(C)=O)cc2s1
-0.1	CCC(=O)Nc1ccc(N2CCN(C(=O)c3ccccc3C)CC2)cc1
-0.1	CCCCN1CCCOc2cc(Br)ccc2S1(=O)=O
0.4	CC(=O)N1CCN(C(=O)c2cc(C)nc3ccccc23)CC1
-0.9	CC(=O)[C@@]1(O)Cc2c(O)c3c(c(O)c2[C@H](O[C@H]2C[C@H](N)[C@H](O)[C@H](C)O2)C1)C(=O)c1ccccc1C3=O
0.0	COc1ccc(OCC(=O)NNC(=O)Cc2coc3cc(OC)ccc23)cc1
-0.8	CN1C(C)(C)CC(NC(=O)CCC(=O)NC2CC(C)(C)N(C)C(C)(C)C2)CC1(C)C
-0.6	Cc1cc2nc(-c3ccc(SCC(=O)Nc4ccc(S(=O)(=O)N5CCCC5)cc4)nc3)[nH]c2cc1C
-1.6	CC(C)(C)c1ccc(/C=C(\C#N)C(=O)Nc2ccccn2)cc1
0.1	COc1ccc(C)cc1NC(=O)N1CCCc2ccccc21
-0.9	COc1ccc(/C=C2\SC(=S)N(CCC(=O)NC3CCCC3)C2=O)cc1OC
-1.3	CCOC(=O)C(=O)NNc1ccc(Cl)cc1
0.8	Cc1c(N2C(=O)/C(=C\C3CC=CCC3)SC2=S)c(=O)n(-c2ccccc2)n1C (stereo not drawn)
-1.3	COc1ccc(CC(=O)OC(C)CN2CCOCC2)cc1 (stereo not drawn)
-1.9	CC(NC(=O)COC(=O)c1ccccc1Nc1ccccc1)c1ccccc1 (stereo not drawn)
-2.1	CC(On1c(-c2ccccc2)nc2ccc(Cl)cc21)C(=O)O (stereo not drawn)
0.8	CC(=O)n1cc([C@@H]2C=C(C(=O)NCc3ccccc3)O[C@H](OCc3ccc(CO)cc3)C2)c2ccccc21
6.1	CC(NC(=O)Cn1cc([N+](=O)[O-])cn1)c1ccc(C(C)(C)C)cc1 (stereo not drawn)
-2.4	COc1ccc(-c2ccc(CN3C(C)C(=O)N(Cc4cn(CCC5OCCO5)nn4)CCS3(=O)=O)cc2)cc1 (stereo not drawn)
-1.7	Cc1ccc(S(=O)(=O)N2CCC(C(=O)NCCc3ccccc3)CC2)cc1
0.3	Cc1cccc(C(C)C)c1NC(=O)COC(=O)Cc1ccsc1
1.1	Cc1noc(C)c1NC(=O)N(C)C[C@@H]1Oc2cc(Br)ccc2S(=O)(=O)N([C@@H](C)CO)C[C@H]1C
3.1	O=C(COc1ccccc1C(=O)c1cnn(-c2ccccc2)c1)Nc1ccc2ccccc2c1
-1.3	Cc1sc2nc(CSc3nnnn3-c3ccc(Cl)cc3)[nH]c(=O)c2c1C
2.5	O=C(CCCCO)CCCCCCCC[C@H]1N[C@H](CO)[C@H](O)[C@@H]1O[C@@H]1O[C@H](CO)[C@@H](O)[C@H](O)[C@H]1O
1.5	Cc1nc(N2CCN(Cc3ccccc3)CC2)[nH]c(=O)c1C
-0.5	Cc1cc(COc2ccccc2O)on1
-2.4	CC(C)(C)c1ccc(-n2ncc3c2CCCC3NC(=O)CN2CCOC2=O)cc1 (stereo not drawn)
0.2	COc1ccc(NC(=S)N2CCN(Cc3cccc(F)c3)CC2)c(OC)c1
0.6	Nc1nc(Nc2cccc(Cl)c2)n[nH]1
-1.0	CCOc1ccccc1C(=O)N[C@H](C(=O)OCc1csc(CC(=O)Nc2ccc(C)cc2)n1)C(C)C
-0.6	Cc1[nH]c2ccc(-c3n[nH]c(=S)n3-c3ccccc3)cc2c1C

Next part.
TTR transcr act	smiles
-4.3	Cc1cc(NC(=O)CCSc2nc(-c3ccco3)cc(C(F)(F)F)n2)no1
-4.8	O=C(c1ccc2c(=O)n3c(nc2c1)CCCCC3)N1CCN(C(c2ccccc2)c2ccccc2)CC1
1.2	COc1ccc(Cc2nc3ccccc3n2CC(=O)N/N=C/c2ccccc2)cc1OC
1.8	COc1cc2c(c(OC)c1OC)C(=O)CC2
0.5	Cc1ccc(NC(=O)N(CCC(=O)O)Cc2ccccc2)cc1
-0.6	Brc1ccc(C2=Nn3cnnc3SC2)cc1
-3.1	CCN1C[C@@H]2[C@@H]3C(=O)N(Cc4ccccc4)C(=O)[C@@H]3[C@](CC)(C1=O)N2C(=O)c1ccc(C(C)(C)C)cc1
0.4	S=C(c1ccc(N2CCCC2)c(Br)c1)N1CCCCC1
0.7	COc1ccc([C@H]2CC(=O)C=C(c3cccc(Cl)c3)C2)cc1
-4.2	Cn1c(SCc2nc3ccccc3s2)nnc1-c1cccs1
-2.5	CCc1cccc(NC(=O)C2CCN(S(=O)(=O)c3ccc4c(c3)CC(C)N4C(C)=O)CC2)c1 (stereo not drawn)
0.3	CC(C)(C)N(Cc1ccccc1)C(=O)CCc1ccccc1
3.5	CSCC(C)N1CCC(n2nccc2NC(=O)CCc2ccccc2)CC1 (stereo not drawn)
5.0	O=c1[nH][nH]c2c1[C@H](c1ccc(Cl)cc1)O[C@H](C1CC1)C2
-2.3	O/N=C1\CCCc2c1nc(-c1ccccc1F)n2O
2.5	CCCc1n[nH]c(=S)n1Cc1ccco1
1.6	O=C(COC(=O)c1ccc(OC(F)F)cc1)Nc1cccc(S(=O)(=O)NC2=NCCC2)c1
2.1	CCN(CC)C1CCN(C(=O)CCn2nnnc2CN2CCOCC2)C1 (stereo not drawn)
2.3	O=C(CSc1nc(-c2ccccc2)cs1)Nc1ccccc1[N+](=O)[O-]
-1.7	O=c1c(O)cccc2cc(O)c(O)c(O)c12
8.2	CCCCn1nc2cc(C(=O)NCc3ccc4c(c3)OCO4)ccc2c1OCC
1.1	Cn1c(=O)[nH]c(=O)c2c1nc(NC1CCCCC1)n2CCO
1.6	O=C(NC1CCCc2c1cnn2-c1ccc(F)cc1F)c1cccs1 (stereo not drawn)
-2.5	N#C/C(=C\c1ccccc1)C(=O)Nc1cc(S(=O)(=O)N2CCOCC2)ccc1N1CCCC1
0.4	CC(C)(C)OC(=O)N1CCC[C@H]1C(=O)N/N=C/c1cccc2nccnc12
4.9	COc1ccc(C2(c3ccc(OC)cc3)NC(=O)N(Cn3nnc4ccccc4c3=O)C2=O)cc1
-1.1	NC(=O)c1ccc(NC(=O)CNC(=O)c2sc3ccccc3c2Cl)cc1
3.5	O=C1NC(=O)c2cc(Oc3ccc([N+](=O)[O-])cc3)ccc21
6.0	FC(F)(F)c1cc(N2CCNCC2)c2ccccc2n1
4.5	COc1ccc(CCNC(=O)Cc2ccsc2)cc1
6.8	COCCN1C(=O)COc2ccccc2C1C(=O)Nc1ccc2c(c1)OCCO2 (stereo not drawn)
-0.9	Cc1csc(NC(=O)CSc2nc3sc(C)c(C)c3c(=O)[nH]2)n1
1.4	N=C(N)N1CCc2ccccc21
-0.5	O=C1CCCC2=C1C(c1ccc(O)c(O)c1)Nc1ccc3ccccc3c12 (stereo not drawn)
-3.8	O=C(Nc1cccc(Cl)c1)Nc1ccnc(-c2cccnc2)n1
5.4	CCOC(=O)c1c(-c2ccc(C)cc2)csc1NC(=O)/C(C#N)=C/c1ccc(O)c(OC)c1
0.8	COC(=O)c1ccsc1NC(=O)C1COc2ccccc2O1 (stereo not drawn)
-0.5	O=C(c1cc2ccccc2oc1=O)N1CCSC1c1ccco1 (stereo not drawn)
1.0	Cc1ccccc1NC1=NC(=S)N(CC(N)=O)C12CCOC(C)(C)C2 (stereo not drawn)
-1.0	Cc1ccc2nc(SCC(=O)Nc3ccc(F)cc3F)nc(=O)n2c1
0.5	CN(CC(=O)Nc1ccc(C(N)=O)cc1)CC(=O)Nc1ccccc1Cl
-0.1	Cc1ccccc1Nc1nc2ccccc2n1C(C)C
-1.4	Cc1ccc(NC(=O)CSc2nnc(CNC(=O)c3ccccc3F)o2)cc1
-0.2	Cc1ccn2c(=O)nc(SCC(=O)N3CCC(Cc4ccccc4)CC3)nc2c1
0.2	Cc1cccc(OCC(=O)NCCCNC(=O)c2cnccn2)c1
0.4	CC(C(=O)Nc1ccc(C#N)cc1)N(C)Cc1cccs1 (stereo not drawn)

Random excerpt: 5 compounds from above
TTR transcr act	smiles
1.5	Cc1cccc(NC(=O)C(NS(=O)(=O)c2ccc3c(c2)CCC(=O)N3)c2ccccc2)n1 (stereo not drawn)
-1.3	COc1ccc(CC(=O)OC(C)CN2CCOCC2)cc1 (stereo not drawn)
1.2	COc1ccc(Cc2nc3ccccc3n2CC(=O)N/N=C/c2ccccc2)cc1OC
-1.7	COc1ccccc1OCCNC(=O)C(=O)c1c[nH]c2ccccc12
-0.9	CC(=O)[C@@]1(O)Cc2c(O)c3c(c(O)c2[C@H](O[C@H]2C[C@H](N)[C@H](O)[C@H](C)O2)C1)C(=O)c1ccccc1C3=O
